# 12-LOX inh – Primary qHTS assay for inhibitors of human arachidonate 12S-lipoxygenase (ALOX12): Round 2; Polyunsaturated fatty acid lipoxygenase ALOX12 (Homo sapiens), P18054; purified 12hLO, xylenol orange hydroperoxide absorbance; Potency, µM (highest dose often 108 µM), for inactives: at the top dose activity change, negative = inhibition, most hits filed as inhibitors; actives 1.1% (n = 580,000); active means well fitted inhibition curve with a large enough effect; inconclusive means small, poorly fitted or top-dose-only effect, or another doubt; inactive means no such curve, though single readings can be large or run the other way
# Target sequence (P18054 whole entry, looked up): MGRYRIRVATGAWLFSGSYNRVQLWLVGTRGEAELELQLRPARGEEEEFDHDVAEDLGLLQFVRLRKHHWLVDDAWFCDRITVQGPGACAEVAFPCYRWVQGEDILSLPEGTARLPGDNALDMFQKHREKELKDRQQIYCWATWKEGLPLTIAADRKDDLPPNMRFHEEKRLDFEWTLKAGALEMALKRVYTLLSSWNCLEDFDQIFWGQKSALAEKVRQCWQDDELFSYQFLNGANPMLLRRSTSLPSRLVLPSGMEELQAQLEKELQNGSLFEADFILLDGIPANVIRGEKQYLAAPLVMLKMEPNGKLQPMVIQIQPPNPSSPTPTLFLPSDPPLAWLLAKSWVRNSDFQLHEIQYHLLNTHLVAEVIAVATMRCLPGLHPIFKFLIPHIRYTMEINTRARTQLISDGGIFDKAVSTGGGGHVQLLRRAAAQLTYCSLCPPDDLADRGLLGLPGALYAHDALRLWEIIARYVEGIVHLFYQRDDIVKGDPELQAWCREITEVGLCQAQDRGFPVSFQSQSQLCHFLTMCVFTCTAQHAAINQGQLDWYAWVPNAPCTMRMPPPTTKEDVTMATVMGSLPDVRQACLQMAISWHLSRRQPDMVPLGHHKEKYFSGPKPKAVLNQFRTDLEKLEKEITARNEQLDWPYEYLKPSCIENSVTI
#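 Purified human 12hLO at 150 nM in 25 mM Hepes, 0.01% Triton X-100, pH 7.0, preincubated 15 min at room temperature with compound. Reaction started with 40 uM arachidonic acid, 30 min at room temperature. Hydroperoxide measured by Fe-xylenol orange, 573/405 nm absorbance ratio.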
# * = called active by the depositor; ? = inconclusive; [ ] = dose if it differs, or a comment. On the % scale 0 is the no-effect control and ±100 the full control effect; potency means the concentration at half of the fitted maximal effect. Some of the compounds tested (hit frequency here may not be typical).
entry	Structure	12-LOX inh
1	Cc1ccc(CNC(=O)N2[C@H]3CC[C@@H]2c2cncnc2C3)cc1	18%
2	O=[N+]([O-])c1ccc(NCc2ccccc2)c2ncccc12	-15%
3	CNc1nc(N2C[C@H]3CN(CCOC)C[C@@]3(C(=O)O)C2)ncc1F	-26%
4	Cn1nc(-c2ccccc2)cc1[C@H]1CN2CC[C@H]1C[C@@H]2CNS(=O)(=O)c1cccs1	8%[176 µM]
5	CCN1[C@H](C(=O)OC)[C@@H](CO)[C@@H]2Cn3c(ccc(Br)c3=O)[C@@H]21	-12%
6	CCC(CC)c1cc([C@H]2CN3CC[C@H]2C[C@@H]3COC(=O)Nc2ccccc2)nc(-c2ccncc2)n1	-3%
7	CCOC(=O)C1=C(N)Oc2c(c(=O)oc3ccccc23)C12C(=O)Nc1ccc(F)cc12 (stereo unspecified)	5%
8	CCN1CCCCC12Cc1ccccc1CN(C(=O)Cc1ccc(O)cc1)C2 (stereo unspecified)	8%[6.33 µM]
9	O=C(Nc1ccccc1)[C@H]1CN2CC[C@H]1C[C@@H]2Cn1cc(COc2ccccc2)nn1	44%[176 µM]
10	O=C1NC2(CN(Cc3ccncc3)C2)Oc2ccccc21	60%[176 µM]
11	COC1CN(c2ccc(C)cc2)C12CCNCC2 (stereo unspecified)	12%
12	Cc1nc(N2CC3CC(C2)c2cccc(=O)n2C3)c2c(C)nn(C)c2n1 (stereo unspecified)	23%

# A second format for 2 compounds above.
8) CCN1CCCCC12Cc1ccccc1CN(C(=O)Cc1ccc(O)cc1)C2 (stereo unspecified)
  12-LOX inh = 8%[6.33 µM]

9) O=C(Nc1ccccc1)[C@H]1CN2CC[C@H]1C[C@@H]2Cn1cc(COc2ccccc2)nn1
  12-LOX inh = 44%[176 µM]

# (cont.)
entry	Structure	12-LOX inh
13	COCCNC(=O)[C@H]1CN2CCC1C[C@@H]2Cn1cc(CCO)nn1 (stereo partly specified)	-3%[176 µM]
14	Cc1nc(-c2ccccc2)cc([C@H]2CN3CC[C@H]2C[C@@H]3CNC(=O)c2ccco2)n1	59%[activator][176 µM]
15	O=C(Nc1ccccc1)[C@H]1CN2CCC1C[C@@H]2Cn1cc(-c2ccccc2)nn1 (stereo partly specified)	-1%[176 µM]
16	O=C(NCCN1CCC2(CC1)C(=O)NCN2c1ccccc1)C(c1ccccc1)c1ccccc1	?
17	COc1cc2c(cc1OC1CCCC1)NC(=O)C21CCN(c2cc(NC3CC3)ncn2)CC1	6%
18	c1ccc(C2=NOC3(CCCN(Cc4ccccn4)C3)C2)cc1 (stereo unspecified)	-7%[6.33 µM]
19	O=C(Nc1cccc(F)c1)c1cn(Cc2ccccc2)nc1-c1ccccc1	17%
20	CCn1cc(C(=O)Cn2c(C)nc3ccccc32)c2ccccc21	13%
21	COc1ccccc1N1CCN(C(=O)[C@H]2CN3CCC2C[C@@H]3Cn2cc(COc3ccccc3)nn2)CC1 (stereo partly specified)	51%
22	O=c1ccc(-c2ccccc2)c2n1C[C@H]1C[C@@H]2CN(S(=O)(=O)c2cccs2)C1	-5%[176 µM]
23	CC(C)C[C@H]1COc2cccc(N3CCN(C)CC3)c2S(=O)(=O)N1	-1%
24	C=C[C@H]1CN2CC[C@H]1C[C@@H]2CNS(=O)(=O)c1ccccc1	-1%[176 µM]

# Next part.
entry	Structure	12-LOX inh
25	O=C(NCc1ccccc1)[C@H]1CN2CCC1C[C@@H]2Cn1cc(CCO)nn1 (stereo partly specified)	13%[176 µM]
26	CC(C)CN1Cc2cc(N3CCCCC3)ccc2-n2nncc2C1	?
27	C=C[C@H]1CN2CC[C@H]1C[C@@H]2CNS(=O)(=O)c1cccc(C#N)c1	1%[176 µM]
28	COc1cc2c(cc1OCC1CC1)NC(=O)C21CCN(c2nc(C)cnc2C)CC1	13%[176 µM]
29	O=S(=O)(NC[C@H]1C[C@@H]2CCN1C[C@@H]2CN1CCOCC1)c1ccc(Cl)cc1	-2%[176 µM]
30	COC(=O)[C@H]1[C@H](CO)[C@H]2Cn3c(cccc3=O)[C@@H]1N2CC1CC1	-8%
31	C=C[C@H]1CN2CC[C@H]1C[C@@H]2CNC(=O)c1cccnc1SC	20%[176 µM]
32	Cc1ccc(C(=O)N2[C@H]3CC[C@@H]2c2cnc(-c4ccc(F)cc4)nc2C3)cn1	40µM*
33	COc1ccc(C(C#N)C(C)=O)cc1 (stereo unspecified)	?
34	COc1ccccc1-c1cc([C@H]2CN3CC[C@H]2C[C@@H]3CNS(=O)(=O)c2ccc(NC(C)=O)cc2)nc(C)n1	64%[activator]
35	CC(=O)N1[C@H]2CC[C@@H]1c1cnc(-c3ccc(F)cc3)nc1C2	80%[activator]
36	Cc1ccc(Cn2nc(C)c(C(=O)NCc3cc(Cl)c4c(c3)OCCCO4)c2C)cc1	2%

# New compounds follow:
entry	Structure	12-LOX inh
37	COc1ccc(CN2Cc3cc(N4CCCCC4)ccc3-n3nncc3C2)cc1	?
38	O=S(=O)(F)CCSc1nnc2sc3ccccc3n12	-3%
39	Cc1nn(C)c(C)c1C1SCC(=O)Nc2c1c(C)nn2-c1ccccc1 (stereo unspecified)	?
40	COc1ccc(NC(=O)OC[C@H]2C[C@@H]3CCN2C[C@@H]3c2cc(C3CCCC3)nc(-c3ccncc3)n2)cc1	?
41	COc1ccc2c(c1)C1(CCN(C(=O)c3ccccc3Br)C1)C(=O)N2 (stereo unspecified)	32µM*
42	CC(C)(O)C1OC2CCC3(C)C(O)(CCC4Cc5c([nH]c6ccccc56)C43C)C2=CC1=O (stereo unspecified)	16%
43	COc1cccc(C(=O)N2CCC3(CC2)NCc2ccccc2-n2ccnc23)c1	50%[activator]
44	Cc1ccc2c(n1)N(C)[C@H](CO)CCN(CCC(C)C)C2	66%[activator][176 µM]
45	COc1cccc(C(c2nnnn2C2CCCCC2)N2CCC3(CC2)C(=O)NCN3c2ccccc2)c1OC (stereo unspecified)	12%
46	CCC(=O)N1[C@H]2CC[C@@H]1c1cnc(-c3ccccc3)nc1C2	17%
47	Cc1nn(C)c(C)c1C1SCC(=O)Nc2c1cnn2-c1ccccc1 (stereo unspecified)	-1%
48	CCCCn1nnnc1C(c1cccc2ccccc12)N1CCC2(CC1)C(=O)NCN2c1ccccc1 (stereo unspecified)	-13%

# Other results:
entry	Structure	12-LOX inh
49	CN(c1ccc([N+](=O)[O-])c2cnccc12)C1CCCCC1	-47%
50	Cc1nc(-c2ccccc2)cc([C@H]2CN3CC[C@H]2C[C@@H]3CNC2CCN(C)CC2)n1	49%[activator][176 µM]
51	CCCCOP(=O)(O)OCCCC	?
52	COc1ccc(CN2CCC3(CC2)C(=O)Nc2ccccc23)cc1	2%[6.33 µM]
53	C#C[C@H]1CN2CC[C@H]1C[C@@H]2CNS(=O)(=O)c1cccs1	-8%[176 µM]
54	Cc1ncc2c(n1)C[C@@H]1CC[C@H]2N1S(=O)(=O)c1ccc(F)cc1	5%
55	N#Cc1ccc(C(=O)N2C[C@@H]3C[C@H](C2)c2c(-c4cncnc4)ccc(=O)n2C3)cc1	17%[176 µM]
56	O=C1NCc2ccccc2CC12CCCN2Cc1cccc(Br)n1 (stereo unspecified)	8%[6.33 µM]
57	CCn1cc(C(=O)Nc2cccc3ncccc23)c2ccccc21	40%[activator]
58	CCOC(=O)C1=C(N)Oc2cc(C)oc(=O)c2C12C(=O)Nc1ccccc12 (stereo unspecified)	19%
59	COc1ccc(S(=O)(=O)NC[C@H]2C[C@@H]3CCN2C[C@@H]3CN2CCN(c3ncccn3)CC2)cc1	-48%
60	Cc1cc(C)cc(C(=O)N2CCC3(CC2)c2nccn2-c2ccccc2CN3C)c1	8%

# The list goes on.
entry	Structure	12-LOX inh
61	COc1cc2c(cc1OCC1CC1)NC(=O)C21CCN(C(=O)c2cccnc2)CC1	-3%[176 µM]
62	COCC(=O)N1CCCC(C(=O)N2CCC(C#N)(c3ccccc3)CC2)C1 (stereo unspecified)	11%
63	Cn1cc(CN2CCN(C(=O)Cc3ccccc3)CC2)ccc1=O	24%
64	Cc1ccncc1C(=O)N1[C@H]2CC[C@@H]1c1cnc(-c3ccccc3)nc1C2	49%[activator]
65	CS(=O)(=O)c1ccc(C2=C(CNC(=O)c3nccs3)[C@H]3CC[C@@H](C2)N3Cc2ccccc2)cc1	-1%
66	COc1ccc2[nH]c(C)c(CCNCc3cccc(C(F)(F)F)c3)c2c1	?
67	COCCC(=O)N1CC(COC)C2(CCNCC2)C1 (stereo unspecified)	4%
68	CC[C@H]1CN2CC[C@H]1C[C@@H]2CNC(=O)c1ccccc1	45%[activator][176 µM]
69	O=C1NCN(c2ccccc2)C12CCN(C(c1cccc3ccccc13)c1nnnn1Cc1ccccc1)CC2 (stereo unspecified)	-6%
70	COc1cc2c(cc1OCc1ccncc1)NC(=O)C21CCN(c2ccccn2)CC1	4%[176 µM]
71	O=C1Nc2ccccc2C12CCN(Cc1cccnc1)CC2	10%[6.33 µM]
72	COc1ccc(/C=C/[N+](=O)[O-])cc1OC	?

# The list continues:
entry	Structure	12-LOX inh
73	NC(Cc1ccc(Cl)cc1)c1csc(Nc2ccccn2)n1 (stereo unspecified)	?
74	N#Cc1c(N)nc2c(c1-c1ccc(OCc3ccc(F)cc3)cc1)c(=O)nc1sccn12	37%[activator]
75	COc1ccc2c(C(=O)c3ccc(Cl)cc3)c(C)n(CC(=O)O)c2c1	?
76	CSc1cccc(NC(=O)NC[C@H]2C[C@@H]3CCN2C[C@@H]3CN2CCC(Cc3ccccc3)CC2)c1	?
77	COc1ccccc1-c1ccc(N2CC3CC(C2)c2cccc(=O)n2C3)nn1 (stereo unspecified)	35%[activator]
78	CC(=O)N1C[C@@H]2C[C@H](C1)c1ccc(NC(=O)Nc3ccccc3)c(=O)n1C2	?
79	CN(C)[C@@H]1CN(C(=O)Cc2ccc(F)cc2)C[C@H]1CO	35%[activator]
80	NC(Cc1ccc(Cl)cc1)c1csc(Nc2ncccn2)n1 (stereo unspecified)	11%
81	O=C1NCN(c2ccccc2)C12CCN(C(c1cccs1)c1nnnn1C1CCCC1)CC2 (stereo unspecified)	?
82	O=[N+]([O-])c1cccnc1N1CC2CCC(C1)N2CC(F)(F)F	6%[6.33 µM]
83	CCCS(=O)(=O)NC[C@H]1C[C@@H]2CCN1C[C@@H]2c1cc(C(CC)CC)nc(-c2ccncc2)n1	58%[activator]
84	Cc1cccc(C(=O)N2[C@H]3CC[C@@H]2c2cnc(-c4ccccc4)nc2C3)c1	21%

# Carrying on:
entry	Structure	12-LOX inh
85	CC(C)N(C)CC1CCN(C(=O)c2cn(Cc3ccccc3)c3ccccc23)CC1	14%
86	O=C(NCc1cccnc1)c1cn(Cc2ccccc2)c2ccccc12	19%
87	CCn1c(C2CCNCC2)nn(C)c1=O	4%
88	Cc1nc(-c2ccco2)cc([C@H]2CN3CC[C@H]2C[C@@H]3CNC2CCOCC2)n1	23%[176 µM]
89	CCOc1ccccc1NC(=O)c1cn(C)c2ccccc12	2%
90	C=C[C@H]1CN2CC[C@H]1C[C@@H]2CNCc1ccc(N(C)C)cc1	39%[activator][176 µM]
91	NC1CC2CCCCC2CC1(O)c1ccccc1 (stereo unspecified)	5%
92	O=C(c1ccccc1)N1C[C@@H]2C[C@H](C1)c1c(-c3cccnc3)ccc(=O)n1C2	?
93	COc1ccc(-c2cc([C@H]3CN4CC[C@H]3C[C@@H]4CNC(=O)NC(C)C)n(C)n2)cc1	2%[176 µM]
94	C#CCOc1cccc(C2SCC(=O)Nc3c2c(C)nn3-c2ncnc3nc[nH]c23)c1 (stereo unspecified)	-3%
95	O=C1CCC[C@@H]2[C@H]3CCCN4CCC[C@@H](CN12)[C@@H]34	-13%[57.4 µM]

# Of the compounds above, these contain a halogen:
entry	Structure	12-LOX inh
3	CNc1nc(N2C[C@H]3CN(CCOC)C[C@@]3(C(=O)O)C2)ncc1F	-26%
5	CCN1[C@H](C(=O)OC)[C@@H](CO)[C@@H]2Cn3c(ccc(Br)c3=O)[C@@H]21	-12%
7	CCOC(=O)C1=C(N)Oc2c(c(=O)oc3ccccc23)C12C(=O)Nc1ccc(F)cc12 (stereo unspecified)	5%
19	O=C(Nc1cccc(F)c1)c1cn(Cc2ccccc2)nc1-c1ccccc1	17%
29	O=S(=O)(NC[C@H]1C[C@@H]2CCN1C[C@@H]2CN1CCOCC1)c1ccc(Cl)cc1	-2%[176 µM]
32	Cc1ccc(C(=O)N2[C@H]3CC[C@@H]2c2cnc(-c4ccc(F)cc4)nc2C3)cn1	40µM*
35	CC(=O)N1[C@H]2CC[C@@H]1c1cnc(-c3ccc(F)cc3)nc1C2	80%[activator]
36	Cc1ccc(Cn2nc(C)c(C(=O)NCc3cc(Cl)c4c(c3)OCCCO4)c2C)cc1	2%
38	O=S(=O)(F)CCSc1nnc2sc3ccccc3n12	-3%
41	COc1ccc2c(c1)C1(CCN(C(=O)c3ccccc3Br)C1)C(=O)N2 (stereo unspecified)	32µM*
54	Cc1ncc2c(n1)C[C@@H]1CC[C@H]2N1S(=O)(=O)c1ccc(F)cc1	5%
56	O=C1NCc2ccccc2CC12CCCN2Cc1cccc(Br)n1 (stereo unspecified)	8%[6.33 µM]
66	COc1ccc2[nH]c(C)c(CCNCc3cccc(C(F)(F)F)c3)c2c1	?
73	NC(Cc1ccc(Cl)cc1)c1csc(Nc2ccccn2)n1 (stereo unspecified)	?
74	N#Cc1c(N)nc2c(c1-c1ccc(OCc3ccc(F)cc3)cc1)c(=O)nc1sccn12	37%[activator]
75	COc1ccc2c(C(=O)c3ccc(Cl)cc3)c(C)n(CC(=O)O)c2c1	?
79	CN(C)[C@@H]1CN(C(=O)Cc2ccc(F)cc2)C[C@H]1CO	35%[activator]
80	NC(Cc1ccc(Cl)cc1)c1csc(Nc2ncccn2)n1 (stereo unspecified)	11%
82	O=[N+]([O-])c1cccnc1N1CC2CCC(C1)N2CC(F)(F)F	6%[6.33 µM]

# Grouped by structure: the entries above with a CF3 group
entry	Structure	12-LOX inh
66	COc1ccc2[nH]c(C)c(CCNCc3cccc(C(F)(F)F)c3)c2c1	?
82	O=[N+]([O-])c1cccnc1N1CC2CCC(C1)N2CC(F)(F)F	6%[6.33 µM]

# Compound activity as filed in PubChem.
